# Assay outcomes from PubChem.
# SENP8 block = SENP8 protease inhibitors, primary screen, biochemical, luminescence; Sentrin-specific protease 8 (Homo sapiens), Q96LD8; purified SENP8, Z-RLRGG-aminoluciferin cleavage; inhibition, % at 10 µM; 330,000 compounds, 1.2% hits
# Target sequence (Q96LD8 whole entry, looked up): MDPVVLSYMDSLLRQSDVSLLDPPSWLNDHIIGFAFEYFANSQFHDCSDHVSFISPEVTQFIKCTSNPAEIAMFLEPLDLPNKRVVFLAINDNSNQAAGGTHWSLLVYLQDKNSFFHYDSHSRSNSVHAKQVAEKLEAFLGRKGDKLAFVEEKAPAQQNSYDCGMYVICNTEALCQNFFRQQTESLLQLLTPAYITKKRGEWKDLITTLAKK
# EBI2 antag = EBI2 receptor antagonists, beta-arrestin recruitment, primary screen, cell-based, luminescence, 7a,25-OHC stimulation, uHTS | G-protein coupled receptor 183 (Homo sapiens), P32249 | 7a,25-OHC stimulated | inhibition, % at 5 µM | 360,000 compounds, 0.81% hits | AID 651636, 2012; in the data active means inhibition above about 38%;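 further: enzyme fragment complementation signal reports receptor beta-arrestin coupling in cells; 0% = agonist plus DMSO wells and 100% = wells without agonist; some results beyond the cut were filed as inactive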
# Target sequence (P32249 whole entry, looked up, the tested form may be a part): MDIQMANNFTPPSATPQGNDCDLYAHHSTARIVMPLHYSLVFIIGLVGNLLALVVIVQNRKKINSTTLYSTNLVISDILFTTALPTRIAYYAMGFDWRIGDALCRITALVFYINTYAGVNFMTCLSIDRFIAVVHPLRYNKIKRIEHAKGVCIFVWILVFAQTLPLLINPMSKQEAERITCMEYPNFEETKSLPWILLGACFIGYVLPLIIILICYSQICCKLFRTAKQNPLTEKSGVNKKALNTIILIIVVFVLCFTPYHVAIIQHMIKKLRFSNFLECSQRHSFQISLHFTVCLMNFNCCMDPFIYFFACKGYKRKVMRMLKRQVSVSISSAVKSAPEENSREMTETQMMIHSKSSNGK
# UBC13 inh = UBC13 polyubiquitin chain formation inhibitors, primary screen, biochemical, TR-FRET, uHTS; Ubiquitin-conjugating enzyme E2 N (Homo sapiens), P61088; inhibition, % at 20 µM; 330,000 compounds, 0.47% hits; AID 485273, 2010; in the data active means inhibition above about 45%, passing the limit was not always enough; inconclusive means no clear call, values can overlap the other calls
# Target sequence (P61088 whole entry, looked up): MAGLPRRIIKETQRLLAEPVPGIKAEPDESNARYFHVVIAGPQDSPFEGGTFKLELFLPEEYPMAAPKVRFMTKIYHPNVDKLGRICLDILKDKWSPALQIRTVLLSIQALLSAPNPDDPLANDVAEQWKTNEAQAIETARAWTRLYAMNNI
# 697 NFkB inh = inhibitors of PMA/ionomycin-induced NF-kB reporter, 697 cells, primary screen, B-cell NF-kB inhibitor project, cell-based, luminescence, uHTS | 330,000 compounds, 0.33% hits | inhibition, % at 4 µM | 697 B-cell NF-kB luciferase reporter, 16 h | AID 435022, 2010; in the data active means inhibition above about 35%
# Gli-Sufu antag = Gli-Sufu pathway antagonists, primary screen, luciferase luminescence, Sufu-KO-LIGHT cells, uHTS; Sufu-KO-LIGHT fibroblasts, Gli luciferase reporter luminescence; inhibition, % at 5 µM; 340,000 compounds, 0.74% hits;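 active means inhibition above about 55%, limit read from the data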;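 further: 0% = DMSO-treated cells and 100% = wells with medium but no cells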
# CCR6 antagonist = CCR6 receptor antagonists, primary screen, cell-based, CHO-K1, luminescence, beta-arrestin, uHTS | 340,000 compounds, 0.49% hits | C-C chemokine receptor type 6 (Homo sapiens), P51684 | inhibition, % at 20 µM | CHO-K1 CCR6 PathHunter beta-arrestin, CCL20-stimulated;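 active means compounds whose inhibition of the agonist-driven luminescence signal at 20 µM reaches about 50%, limit read from the data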;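 further: cells stimulated with CCL20 at 14 nM final; plate controls were DMSO with CCL20 for no effect and DMSO without agonist for full effect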
# Apaf-1 inh = inhibitors of human Apaf-1 apoptosome, primary screen, biochemical, DEVD-Rh110 fluorescence, uHTS | Apoptotic protease-activating factor 1 (Homo sapiens), O14727 | reconstituted apoptosome caspase-3 activity | inhibition, % at 20 µM | 330,000 compounds, 0.71% hits; active means inhibition of at least 40% at 20 µM;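 further: plate controls were DMSO wells for no effect and DEVD-CHO caspase inhibitor wells for full effect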
#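 Material: reconstituted apoptosome with Apaf-1, cytochrome c, caspase-9, procaspase-3, dATP. Technique: Rh110 fluorescence intensity. Buffer or medium: pH 7.5 Hepes buffer with CHAPS, BSA, DTT. Times: 30 min plus 50 min, RT.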
# Jurkat NFkB inh = inhibitors of induced NF-kB luciferase reporter, primary screen, TCR NF-kB activation inhibitor project, cell-based, luminescence, uHTS; AID 435003, 2010; 330,000 compounds, 0.53% hits; inhibition, % at 4 µM; Jurkat, PMA/ionomycin-induced NF-kB luciferase reporter
# The depositor's hits bear a star; ? = inconclusive; . = not tested or not shown. Unless noted, no stated cut-off is given here; in the data, active means inhibition above about 50%; inactive means the rest. Some of the compounds tested. The share of hits here may be higher or lower than overall.
molecule	SENP8 block	EBI2 antag	UBC13 inh	697 NFkB inh	Gli-Sufu antag	CCR6 antagonist	Apaf-1 inh	Jurkat NFkB inh
O=C(Cc1c(O)c2ccccc2[nH]c1=O)NCc1ccc(F)cc1	-2	-5	-4	-4	-7	-4	-2	-20
O=C(NCC1CCCO1)/C(=C\c1ccc(Cl)cc1)NC(=O)c1ccccc1 (centres undefined)	-4	3	-5	13	-8	4	-2	3
Cc1cccc(-c2c3c(nc4c2c(=O)n(C)c(=O)n4C)-c2ccccc2C3O)c1 (centres undefined)	3	20	12	8	10	16	-21	-3
O=C(c1ccc(-c2ccc(Cl)cc2)o1)N1CCN(S(=O)(=O)c2cccs2)CC1	-19	7	7	22	-5	4	6	7
CCc1ccccc1-n1c(-c2ccncc2)n[nH]c1=S	7	-1	4	12	-1	-7	-7	-12
O=C(Nc1nnc(CCc2ccccc2)s1)c1cccs1	-4	-5	-2	-50	6	-8	5	-17
O=C(O)CCNS(=O)(=O)c1ccccc1C(F)(F)F	6	-6	-3	7	-1	-12	-31	7
CCOc1ccc(CCNC(=O)c2cccnc2N2CCCC2)cc1OCC	-3	-1	5	5	8	-2	-6	6
COc1ccc([N+](=O)[O-])cc1NC(=S)NC(NC(C)=O)C(Cl)(Cl)Cl (centres undefined)	-9	-5	-12	-16	3	14	-9	0
Cn1nc(-c2ccccc2)cc1NC(=O)CCCC(=O)O	-3	1	-6	-8	7	1	0	3
O=C(COC(=O)C1CCN(S(=O)(=O)c2cccc3cccnc23)CC1)c1ccccc1	3	1	7	13	1	32	10	13
CSc1nc(-c2ccccc2)cn1-c1ccc(NC(C)=O)cc1	0	26	-16	-43	-40	17	15	-29
Oc1ccc(-c2nnc(Nc3ccccc3)c3ccccc23)cc1	-12	2	0	21	-3	-1	12	2
CCOc1ccc(OCC)c(NC(=O)CC2Oc3ccc(C)cc3NC2=O)c1 (centres undefined)	-5	-4	-8	-11	3	-1	12	4
O=C(CCSCc1ccccc1F)NCCc1ccccc1	5	3	3	11	-17	13	-9	2
Cc1ccc[n+](Cc2ccc([N+](=O)[O-])cc2)c1	-5	-3	2	9	-1	5	-4	2
O=C(CCN1C(=O)c2cccc3cccc(c23)C1=O)NCc1cccnc1	-8	-2	0	-10	4	8	-3	-2
O=C(O)c1ccc(Nc2nc(-c3ccc([N+](=O)[O-])cc3)nc3ccccc23)cc1	-12	-7	-21	10	-5	8	3	-1
Cc1nn(C)c(C)c1S(=O)(=O)Nc1ccc2c(c1)OCO2	-11	3	-12	0	-9	2	8	4
CCNS(=O)(=O)c1ccc(C(=O)OCc2cc(=O)oc3cc(OC)ccc23)cc1	8	4	4	19	-26	-2	18	-10
Cc1nnc2ccc(-c3cccc(NC(=O)c4ccco4)c3)nn12	-3	-5	18	28	11	2	-6	7
CCc1ccc(OCC(=O)Nc2ccc3oc(=O)ccc3c2)cc1	3	11	4	-3	-1	5	3	6
CSCCC(NC(=O)c1ccccc1Br)C(=O)NNC(=O)c1ccco1 (centres undefined)	-7	2	-8	14	-8	8	-1	-3
COc1ccc(C2OC(=O)CC2C(=O)NCc2ccccc2Cl)cc1OC (centres undefined)	5	-3	-3	28	-5	0	-3	-12
CCC/C=C1/CCCOC(C(=O)NCCNCCO)(C(F)(F)F)C1 (centres undefined)	-5	3	1	13	-8	-2	6	11
CCOc1ccc(S(=O)(=O)N2CCCCC2)cc1NC(=O)Cc1cccc(C(F)(F)F)c1	-3	14	-7	-16	8	12	19	0
C[C@H](CO)N1C[C@H](C)[C@@H](CN(C)Cc2ccncc2)Oc2c(NC(=O)CCC(F)(F)F)cccc2C1=O	-4	-7	-5	7	-14	5	5	4
CCCCC(=O)NC(NC(=O)CCCC)c1ccc(OCCC)c(OC)c1	3	-5	14	21	-11	6	-8	-4
CCOC(=O)c1sc(-c2ccccc2)cc1N	1	22	9	-43	-64	14	4	-69
FC(F)(F)c1ccccc1NC(=S)NN=C1CCCCCC1	5	.	-1	0	-5	11	9	4

# The final 2 compounds of the part before are carried over, then new ones follow:
molecule	SENP8 block	EBI2 antag	UBC13 inh	697 NFkB inh	Gli-Sufu antag	CCR6 antagonist	Apaf-1 inh	Jurkat NFkB inh
CCOC(=O)c1sc(-c2ccccc2)cc1N	1	22	9	-43	-64	14	4	-69
FC(F)(F)c1ccccc1NC(=S)NN=C1CCCCCC1	5	.	-1	0	-5	11	9	4
Cc1ccccc1-c1cc(C(=O)NCc2cccc(C(F)(F)F)c2)nn1CC1CC(c2cccc([N+](=O)[O-])c2)=NO1 (centres undefined)	3	14	-6	9	15	13	18	-8
COC(=O)c1c(-c2ccc(OC)cc2)sc2ccccc12	3	.	?	-56	.	.	11	-39
CC(C)n1ncc2c(C(=O)Nc3ccc(S(C)(=O)=O)cc3)cc(C3CC3)nc21	-7	1	-8	9	-8	19	10	-15
O=C(NCc1cccnc1)NC1(c2ccccc2)CC1	7	-4	1	-1	10	-9	5	-4
COc1ccc(-c2noc(CN(C)S(=O)(=O)c3ccc(C)cc3)n2)cc1	3	9	7	0	4	2	19	-8
Cc1ccc2c(cnn2C(=O)CCC(=O)NC2CCCC2)c1	-5	-6	4	10	-1	7	10	-6
CCOC(=O)CNC(=O)c1ccc2[nH]c3c(c2c1)CCCC3	7	-8	-5	10	-1	-1	-4	4
O=C(CC12CC3CC(CC(Br)(C3)C1)C2)NC1=NCCS1	-3	-4	21	6	-5	10	-13	3
COc1ccc(-c2nnc(SCCc3ccccc3)n2N)cc1	-2	3	7	-18	-8	7	-5	-7
Nc1cc(=O)[nH]c(SCCSc2ccc(F)cc2)n1	-9	9	-2	-15	-3	5	14	-14
COc1ccc(C(=O)c2nc3c(n2O)CCCCC3)cc1	-6	-3	-14	-46	2	1	6	-50
CCCN1Cc2cccc(C(=O)NCc3ccccc3)c2C1=O	-1	2	12	4	-6	-7	4	-7
O=C(OC1CSc2nc3ccccc3n2C1)c1ccco1 (centres undefined)	1	-1	2	5	2	-4	-6	16
COC(=O)c1ccc(Cn2c(C)cc(C)[n+]2C)o1	-2	-20	-1	-16	1	-6	-2	2
Cc1[nH][nH]c(=O)c1C(c1ccc(Br)cc1)c1c(C)[nH][nH]c1=O	0	-2	-16	-27	31	14	12	2
Cc1oc(-c2cccc(Cl)c2)nc1CS(=O)(=O)CC(=O)NC1CC1	0	6	0	12	46	18	10	-18
C=CCn1c(SCC(=O)NC2CCCC2)nnc1-c1cccnc1	-7	-4	-1	-1	5	-3	2	7
CCOc1ccc(NC(=O)/C=C/c2ccccc2)c([N+](=O)[O-])c1	-8	8	0	-51	-63	-7	0	-10
Cc1ccccc1C(=O)N1CCC(C(=O)Nc2cc(C(F)(F)F)ccc2N2CCCC2)CC1	3	-4	-2	6	16	17	6	29
COc1cccc(/C=C/C(=O)OCC(=O)c2c[nH]c3ccccc23)c1	-7	-1	17	10	.	12	6	8
COc1ccc(NC(=O)CN(C)CC(=O)Nc2ccc(N3CCOCC3)cc2)c([N+](=O)[O-])c1	3	0	-8	-5	2	-1	2	-9
Cc1cccc(NC(=O)COC(=O)c2ccccn2)c1	5	-4	-3	0	-24	6	-10	6
COc1ccc2nc(N3C(=O)CNC3=S)sc2c1	29	-5	-18	-174	-48	40	6	-27
Cc1ccccc1-n1cnc2c(sc3nc(N4CCOCC4)c4c(c32)CCCC4)c1=O	0	30	36	19	-3	2	23	17
NC(=O)CSc1nnc(-c2ccc([N+](=O)[O-])cc2)o1	-15	-4	-19	-5	-9	-22	-6	4
Cc1cc(C)c2c(n1)SCC(=O)N2CC(=O)NCCC1=CCCCC1	-6	-5	-5	-11	16	10	9	-14
CCOC(=O)Cn1c(=O)n(Cc2ccc(OC)cc2)c(=O)c2cccnc21	-3	-2	-1	-4	24	11	0	-11
CCOc1ccc(NS(=O)(=O)CC23CCC(CC2=O)C3(C)C)cc1 (centres undefined)	-3	1	8	5	5	-6	5	-5
N#Cc1c(-c2cccs2)nc(SCC(=O)c2cccs2)[nH]c1=O	0	-4	-15	-19	0	14	3	-2
CN(C)C(=O)c1cc2cc([N+](=O)[O-])ccc2s1	-4	-4	-5	-1	-7	16	-1	-4
COc1ccccc1CNC(=O)c1ccccc1N(C)S(C)(=O)=O	-2	-1	3	18	1	-7	-4	-3
CCN(CC)c1ccc(/C=N/NC(=O)C(O)(c2ccccc2)c2ccccc2)o1	-4	.	-1	3	.	.	-3	5
NC(=O)C(c1ccccc1)c1ncc(C(F)(F)F)cc1Cl (centres undefined)	-3	-4	4	23	1	-8	3	12
COc1ccc(CNC(=O)c2ccc[nH]2)cc1Cl	2	-10	-3	3	-10	19	1	-10
O=C(COC(=O)c1sc2cc(F)ccc2c1Cl)Nc1ncc(Cl)cc1Cl	-3	-7	0	8	-36	3	5	8
C=CCn1c(SCCN2CCCC2)nc2c([nH]c3ccccc32)c1=O	-8	3	-18	-18	23	11	-2	-10
NS(=O)(=O)c1ccc(CNC(=O)c2cc(-c3cccs3)nc3ccccc23)cc1	-7	2	38	13	-18	7	-8	4
Cn1c(=O)c2cc(S(=O)(=O)NCCC(=O)Nc3ccc(Cl)cc3)ccc2n(C)c1=O	7	5	-5	22	9	2	-4	-3
C=CCN(c1ccc(C(=O)NCCSc2ccccc2)cc1)S(C)(=O)=O	-11	-3	-9	-55	-20	19	8	-42
COc1cc(NS(=O)(=O)c2ccc3c(c2)oc(=O)n3C)cc(OC)c1OC	6	-7	-1	-29	16	4	-10	35
S=C(c1cn(Cc2ccc(Br)cc2)c2ccccc12)N1CCOCC1	-4	20	1	-34	6	24	14	-6
CCc1cccc(NC(=O)c2cccc(S(=O)(=O)N3CCN(C)CC3)c2)c1	-16	-14	-3	-15	-6	20	0	-6
COc1ccc(NC(=O)Cn2nc3n(c2=S)CCC3)cc1	-1	10	-1	1	3	-14	-5	0
COc1ccc(NC(=O)NCCCN2CCN(c3ccccc3F)CC2)cc1	0	-5	16	18	13	16	-13	4
O=C(c1nc(SCc2ccc([N+](=O)[O-])cc2)n2ccccc12)C(F)(F)F	5	-3	-5	7	-5	-2	3	1
Cc1ccc(NC(=O)c2nsc(Cl)c2Cl)cc1	31	-10	1	-189	-54	-1	3	-135
Oc1ccc2cc(Br)ccc2c1CN1CCCC1	7	-7	2	-1	5	5	15	-19
Cn1c(SCC(=O)NCC2CCCO2)nnc1-c1cccc(NC(=O)c2ccccc2F)c1 (centres undefined)	0	5	8	14	0	-2	-15	1
CN(C)S(=O)(=O)c1ccc(C(=O)N2CCC(c3nc4ccccc4o3)CC2)cc1	-1	-5	9	0	7	15	7	14
COc1ccc(/C=N/N(C(C)=O)c2nc(-c3ccc(C)cc3)cs2)cc1	8	-4	3	-11	-2	9	-1	6
O=C(NC1CCCCC1)c1ccc2c(=O)n(CC3CCCO3)c(=O)[nH]c2c1 (centres undefined)	-1	0	-5	1	4	-1	-3	5
